Compound activity as filed in PubChem BioAssay.
sdo1 growth: growth rescue of sdo1-depleted yeast, primary screen, S. cerevisiae, bone marrow failure model. z-score at 10 µM. 0.21% of 140,000 active. AID 817, 2007. S. cerevisiae sdo1-depleted JHY4D growth rescue, OD600 30 h; stronger effect = higher value; pdr5 snq2 efflux-pump mutant strain;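 active = z-score above 3 at both the 24 hr and the 30 hr optical density reads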;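 also: z-score against mean and SD of all compound wells on the same plate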
Insulin prom inh: inhibitors of insulin promoter-driven GFP, primary screen, imaging, TRM-6 cells (human fetal islet line), eGFP reporter, cell count | reporter expression induced with tamoxifen | inhibition, % at 2 µM | 0.9% of 130,000 active | AID 1273, 2008;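 active = inhibition above the mean plus 3 SD, with well images judged a real hit on visual review, cut at about 60% in these data, passing the limit was not always enough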
sdo1 growth Rescue 24 h: further read-out of sdo1 growth, marked with its call; z-score; S. cerevisiae sdo1-depleted JHY4D growth rescue, OD600; measured here: growth rescue at 24 h;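 0 is the plate mean of compound wells and units are plate SD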
The depositor's hits bear a star; i = inactive; . = not tested or not shown.

molecule,sdo1 growth,sdo1 growth Rescue 24 h,Insulin prom inh
O=S1(=O)CCN(Cc2ccccc2Cl)CC1,-0.06,-0.06,-30
CC1(C)Cc2c(ccc3ccccc23)C(=O)N1,-1,-0.9,28
Nc1c(-c2ccccc2)cnc2cc(-c3ccccc3)nn12,.,.,-29
CN1C(=O)CC(N2CCN(CCN=CC3=C(O)CC(C)(C)CC3=O)CC2)C1=O (configuration not stated),0.19,-0.74,.
COCCCNC(=O)c1cc(C)nc2ccc(F)cc12,0.35,0.07,-34
CC(=O)OC1c2ccccc2C(=O)N1Cc1ccccc1Cl (configuration not stated),0.9,0.39,.
CCNS(=O)(=O)c1ccc(NC(=O)c2cccnc2)cc1,-0.37,-0.47,-50
COc1ccccc1C(=O)Nc1ccc2c(c1)nc(CCNC(C)=O)n2C,0.68,0.08,50
O=S(=O)(c1cccc(S(=O)(=O)N2CCC(n3nnc4ccccc43)CC2)c1)N1CCCCC1,-0.55,-0.66,-28
CC(C)Cn1c(N)c(C(=O)COC(=O)c2cc(C(F)(F)F)nc3ccccc23)c(=O)n(C)c1=O,-1.8,-1.5,0
Cc1ccc(O)c(C(=O)/C=C/c2ccc3c(c2)OCCO3)c1,.,.,7
CCN(C(=O)COC(=O)/C=C/c1ccc(S(=O)(=O)N2CCc3ccccc32)cc1)C1CCS(=O)(=O)C1 (configuration not stated),.,.,16
COc1ccc(Cl)cc1NC(=O)c1cc(-c2ccccc2O)n[nH]1,-1.8,-0.36,-29
CCOc1ccccc1C(=O)N(CCC(=O)OC)c1ccccn1,1.6,2.3,-8
Cc1onc(-c2ccccc2Cl)c1C(=O)Nc1ccc(S(=O)(=O)Nc2nccs2)cc1,.,.,-24
COC(=O)c1cc(Br)c(=O)n(-c2ccccn2)c1,0.6,0.25,.
CCNC(=O)CSc1nnc(C2CC2)n1-c1ccccc1,0.65,-0.45,-33
CCc1ccc(NC(=O)C2CC(=O)Nc3ncnn32)cc1 (configuration not stated),0.33,0.27,7
COc1ccc(NC(=S)N(CCc2c(C)[nH]c3ccc(C)cc23)Cc2cccs2)cc1,0.41,0.18,5
C=CCc1c(C)nc(SC)nc1Nc1ccc(C)cc1,-1.8,-0.33,.
COCCNC(=O)CN(Cc1ccc(Cl)cc1)S(C)(=O)=O,0.68,0.12,-21
CS(=O)(=O)N(CC(=O)N/N=C/c1cc([N+](=O)[O-])ccc1Cl)c1ccccc1,0.22,0.43,-3
CC(C)OC(=O)CC(NC(=O)OC(C)(C)C)c1ccccc1 (configuration not stated),-0.74,-1.5,23
O=C1CC(SCCc2nc3ccccc3[nH]2)C(=O)N1c1ccc(F)c(Cl)c1 (configuration not stated),.,.,20
COCCNC(=O)c1cc2ncc(Br)cn2n1,-0.26,-1.1,27
Cc1c(-c2cccc(NC(=O)c3cccs3)c2)nc2ncccn12,-0.18,-0.67,.
Cc1nn(-c2ccccc2)c(Cl)c1/C=N/NC(=O)c1ccccc1NS(=O)(=O)c1cccs1,-0.2,-0.51,.
O=c1c2ccccc2nc2n1CCCCN2,-0.38,-1.6,-67
Cc1cc(NC(=O)CCC(=O)N(c2ccc(F)cc2)C(C(=O)NC2CCCC2)c2ccncc2)no1 (configuration not stated),-0.39,-0.83,21
O=C(Nc1ccc2c(c1)OCO2)N1CCN(c2ccccc2Cl)CC1,-0.53,-0.53,-42
CC1(C)CC(=O)C(C=Nc2ccccc2Sc2ccccc2)=C(O)C1,-0.33,-0.06,38
O=C(CN1C(=O)c2ccccc2C1=O)NCC(=O)OCC(=O)c1cccc([N+](=O)[O-])c1,.,.,7
Cc1cccc(N2CCN(C(=O)c3ccc(CS(=O)(=O)c4ccccc4C)o3)CC2C)c1 (configuration not stated),-1.4,-0.76,.
CC(C)c1nnc(NC(=O)CC(=O)Nc2ccccc2C(=O)O)s1,0.92,1.4,13
CCOC(=O)C(=O)N1CCN(CC)CC1,0.37,0.38,-25
Cn1cc(C=O)c2cc(F)ccc21,.,.,-20
Cc1ccc2cc3c(NC(=O)c4cccnc4)nn(C)c3nc2c1,0.05,-0.1,34
COC(=O)CN1C(c2ccc(Cl)cc2)=Nc2ccc(Cl)cc2C1c1ccccc1 (configuration not stated),-1.7,-1.6,.
CCCc1cc(=O)[nH]c(SCC(=O)c2ccc(S(=O)(=O)N3CCCC3)cc2)n1,0.1,-0.23,.
Nc1nnc(SCC(=O)N2CCN(c3ccccc3)CC2)s1,0.34,0.04,.

Quoted from the listing.
`CC(C)c1nnc(NC(=O)CC(=O)Nc2ccccc2C(=O)O)s1` @ sdo1 growth Rescue 24 h: 1.4
`Nc1nnc(SCC(=O)N2CCN(c3ccccc3)CC2)s1` @ sdo1 growth Rescue 24 h: 0.04
`CCOC(=O)C(=O)N1CCN(CC)CC1` @ Insulin prom inh: -25

Continued:
molecule,sdo1 growth,sdo1 growth Rescue 24 h,Insulin prom inh
CN(Cc1cccnc1)C(=O)CC1C(=O)NCCN1CC(c1ccccc1)c1ccccc1 (configuration not stated),.,.,-67
Cc1ccc(-c2ccc(CCC(=O)O)o2)cc1,-0.25,-0.3,-29
CNC(=S)NC1CC2CCC(C1)N2Cc1ccccc1 (configuration not stated),-0.08,-0.31,.
Clc1ccc(CNc2nc(CN3CCOCC3)nc3scc(-c4ccccc4)c23)cc1,-1.3,-0.33,7
Cc1cc(C)c(C(=O)Nc2cccc(F)c2)c(Cl)n1,.,.,-41
COC(=O)c1ccccc1NC(=O)CSCC(=O)Nc1ccccc1,0.21,-0.04,3
COCCn1c(CN2CCN(c3cccc(Cl)c3)CC2)nc2c1c(=O)n(C)c(=O)n2C,-0.54,-0.45,.
O=C(/C=C/c1ccccc1F)c1ccoc1,-1,-1.8,-22
COc1ccc(S(=O)(=O)Cc2ccc(C(=O)NCc3ccc(F)cc3)o2)cc1,0.28,0.37,.
COc1ccc(NC(=O)C(c2ccc(OC)cc2)N(C)C(=O)c2cnccn2)cc1 (configuration not stated),-0.48,-0.83,.
O=S(=O)(NCc1cc(-c2ccccc2Cl)no1)c1ccc(Cl)cc1,-1.6,-1.1,-22
CCOc1ccccc1C(=O)NCC(=O)OCC(=O)c1ccc2c(c1)OCCO2,1.4,1.6,.
O=c1[nH]ncc(N/N=C\c2ccc(O)cc2O)c1Cl,.,.,9
Cc1nonc1NCn1nnc2ccccc21,1,0.84,-11
COc1cc(/C=C(\C#N)c2ccccn2)ccc1OCc1ccccc1Cl,-0.86,-0.79,.
Cc1ccc(/C(N)=N/OC(=O)CCc2ccccc2)cc1,-1.3,1.5,30
COc1ccc(N2CCN(c3nc(Cl)nc(N4CCOCC4)n3)CC2)cc1,-0.45,-1.4,29
COc1ccc(-c2c(C(F)(F)F)oc3cc(OCC(=O)Nc4ccccc4C(F)(F)F)ccc3c2=O)cc1OC,-1.8,-1.4,.
COc1ccccc1NC(=O)CCn1c(=O)sc2ccccc21,1.3,0.74,-73
COc1ccc(NS(=O)(=O)c2ccc(NS(C)(=O)=O)cc2)cc1,-0.01,-0.69,-79
COc1ccc(NC(=S)NCc2ccc(S(N)(=O)=O)cc2)cc1OC,.,.,50
CN(C)c1oc(-c2ccccc2Cl)nc1C#N,-0.04,0.4,-8
N#C/C(=C\c1c(N2CCOCC2)nc2ccccn2c1=O)S(=O)(=O)c1ccccc1,-0.57,-0.8,7
Cn1c(CNC(=O)c2ccc(Cl)cc2)nnc1SCC(=O)Nc1sc2c(c1C#N)CCCC2,0.16,0.52,.
CCOC(=O)c1cnc2ccc(C)cc2c1Sc1ccc(F)cc1,13*,5.4*,.
CCCCn1c(N)c(N(CCC(C)C)C(=O)CSc2nnc(C)s2)c(=O)[nH]c1=O,0.93,0.59,15
Cc1ccccc1C(=O)NNC(=O)Cc1ccccc1,0.16,-0.75,i
CC(=O)N1CCc2cc(S(=O)(=O)NCCCOC(C)C)ccc21,1.5,2.2,31
Clc1ccc(-c2nnc(SCc3nc4ccccc4s3)o2)cc1,-0.32,0.32,-124
O=C(c1nnc(-c2ccncc2)o1)c1ccccc1Cl,-0.61,-0.54,15
CCCCS(=O)(=O)Nc1ccc(Cc2ccncc2)cc1,0.37,0.12,-50
CC(NS(=O)(=O)c1cccc(S(=O)(=O)c2ccccc2)c1)C(=O)O (configuration not stated),0.36,-0.5,38
CC(NC(=O)c1cccs1)c1n[nH]c(=S)n1C (configuration not stated),-0.1,-0.64,-15
CCSc1nnc2n1C(C)(C)Cc1ccccc1-2,-0.02,-0.03,32
CCc1nc(C#N)c(N2CCCCC2)o1,1.1,-0.14,-13
C=CCCCCCCCCC(=O)NN,-1.2,-1.2,58
O=C(CCN1CCN(c2ccccc2)CC1)NNC(=O)c1cccc2ccccc12,1.4,1.2,.
CC(C)CNS(=O)(=O)c1ccc(CCC(=O)Nc2ccc3c(c2)OCCO3)cc1,0.34,-0.15,-42
O=C(Nc1nnc(-c2ccco2)o1)c1ccc(S(=O)(=O)N2CCOCC2)cc1,.,.,36
COC(=O)c1cnc2ccccc2n1,1.2,1.8,-26
CCOc1ccccc1Oc1coc2cc(O)ccc2c1=O,-0.02,-0.28,-10
Cc1ccc2nc(-c3ccccc3)c(NC(=O)c3ccco3)n2c1,0.09,-0.3,29
CNC(=O)CSc1nc(N)c2c3c(sc2n1)CCC3,-0.02,0.15,11
COc1ccc(Cl)cc1-n1c(=S)sc2c(=O)[nH]c(SCC(=O)NCC3CCCO3)nc21 (configuration not stated),0.46,-0.07,29
O=C(CNS(=O)(=O)c1ccc2ccccc2c1)OCc1csc(-c2ccccc2)n1,-0.89,-0.5,-59
COc1cc(/C=N/NC(=O)CCc2c(C)n[nH]c2C)cc(OC)c1OC,0.9,0.78,-4
CC1=C(C(=O)OC(C)C)C(c2cccs2)NC(=O)N1 (configuration not stated),.,.,7
COc1cc(C(=O)Nc2nnc(CC(C)C)s2)c([N+](=O)[O-])cc1OC,.,.,47
CNC(=O)c1[nH]cnc1C(=O)Nc1ccccn1,.,.,27
Nc1nc(-c2ccccc2)c(N=Nc2ccccc2Cl)s1,-1.4,0.37,-8

Remaining list, next part:
molecule,sdo1 growth,sdo1 growth Rescue 24 h,Insulin prom inh
CCc1ccc(OC)c(S(=O)(=O)NCCOc2ccccc2)c1,-1.5,-1.2,-226
O=C(CC1CCCCC1)OCn1nnc2ccccc2c1=O,-0.86,-0.69,-21
COc1ccc(-n2c(C)n[nH]c2=O)cc1OC,0.86,0.35,14
CC1NC(=O)N(C)C2NC(=O)N(C)C(c3ccccc3)C12 (configuration not stated),-0.72,-0.92,.
Cc1cccc(NC(=O)c2ccc(NS(=O)(=O)c3c(C)noc3C)cc2)c1,-0.45,-0.44,.
COc1ccc2cc(C(=O)N3CCOCC3)sc(=O)c2c1OC,1.3,1.2,35
COc1ccc(OC)c(S(=O)(=O)Nc2ccc3oc4c(c3c2)C(=O)CCC4)c1,0.94,1.7,15
COC(=O)CCC(=O)c1oc2ccc(Cl)cc2c1NC(=O)CCCN1C(=O)c2ccccc2C1=O,-1.7,-1.1,12
CCOc1ccc(C(C#N)N2CCOCC2)cc1OC (configuration not stated),1.3,1.1,.
C/C(=N\NC(=O)C1CC1)c1ccc2c(c1)OCCO2,.,.,4

Rewritten with the structure last: part of the list above.
sdo1 growth	sdo1 growth Rescue 24 h	Insulin prom inh	canonical_smiles
0.86	0.35	14	COc1ccc(-n2c(C)n[nH]c2=O)cc1OC
-0.72	-0.92	.	CC1NC(=O)N(C)C2NC(=O)N(C)C(c3ccccc3)C12 (configuration not stated)
-0.45	-0.44	.	Cc1cccc(NC(=O)c2ccc(NS(=O)(=O)c3c(C)noc3C)cc2)c1
1.3	1.2	35	COc1ccc2cc(C(=O)N3CCOCC3)sc(=O)c2c1OC
0.94	1.7	15	COc1ccc(OC)c(S(=O)(=O)Nc2ccc3oc4c(c3c2)C(=O)CCC4)c1

Next section:
molecule,sdo1 growth,sdo1 growth Rescue 24 h,Insulin prom inh
CC(C(=O)Nc1sccc1C(N)=O)N1C(=O)C2CC=CCC2C1=O (configuration not stated),0.31,1.4,.
Cc1nc(OCc2ccccc2)c2ccccc2n1,0.25,0.08,19
Nc1nnc(COc2cccc(C(F)(F)F)c2)s1,1.1,1,-3
O=[N+]([O-])c1ccc(N/N=C/c2ccc[nH]2)cc1,-1.2,-0.57,-245
CCNc1nc(NCC)nc(ON=C(C)C)n1,-0.35,-0.88,.
CCOc1ccc(/C=N/Nc2cc(=O)n(C)c(=O)n2C)cc1,0.16,-0.83,48
COc1ccc(Cc2nnc(SC)[nH]c2=O)cc1OC,0.19,0.04,42
Cc1ccc(N=Cc2nc(-c3ccco3)oc2O)cc1,-0.91,-0.68,.
CCOCCCNC(=S)N1CCC(NC(=O)c2ccco2)CC1,.,.,-28
Cn1c(SCC(N)=O)nnc1-c1cnccn1,.,.,67
Cn1nc(-c2ccc(Cl)cc2)c2cc(C(=O)N3CCCC3)sc21,-1.5,-1.3,.
COCCN(C(=O)/C=C/c1ccccc1)c1nnc(-c2cccnc2)s1,.,.,5
CCOC(=O)c1nn(-c2cccc(C)c2)c2nc(-c3ccccc3)c(C#N)c(=O)n12,0.2,3,-23
COc1ccc(O[C@H]2C=C[C@@H](c3ccccc3)O[C@@H]2COC(=O)CC/C(C)=N/OC[C@@H](O)[C@H]2O[C@@H]3OC(C)(C)O[C@@H]3[C@H]2O)cc1,-0.36,-1.1,24
